Bioassay records: PubChem BioAssay, several laboratories
Rv3671c inh – inhibits the M. tuberculosis serine protease Rv3671c; 320,000 compounds, 0.048% hits; AID 2606; P9WHR9; inhibition, % at 5.96 µM; in the data active means inhibition above about 38%;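 further: extracellular domain of Rv3671c used as enzyme; 0% = enzyme with DMSO and 100% = no enzyme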
Target sequence (P9WHR9 whole entry, looked up, the tested form may be a part): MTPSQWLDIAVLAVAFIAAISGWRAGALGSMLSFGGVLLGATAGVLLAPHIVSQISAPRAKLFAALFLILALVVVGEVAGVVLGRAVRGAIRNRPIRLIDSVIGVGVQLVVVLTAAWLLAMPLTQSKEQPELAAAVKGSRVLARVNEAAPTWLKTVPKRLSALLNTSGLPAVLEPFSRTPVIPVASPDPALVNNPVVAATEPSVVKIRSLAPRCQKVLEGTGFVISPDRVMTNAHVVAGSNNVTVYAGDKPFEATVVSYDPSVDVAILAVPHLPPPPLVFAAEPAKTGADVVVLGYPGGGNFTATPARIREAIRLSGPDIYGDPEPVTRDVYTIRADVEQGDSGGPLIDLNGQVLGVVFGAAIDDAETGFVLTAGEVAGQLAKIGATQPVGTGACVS
CCHFV vOTU inh – CCHFV vOTU protease inhibition. AID 651958. Pep-AMC fluorescence. inhibition, % at 11.5 µM. 370,000 compounds, 0.55% hits; in the data active means inhibition above about 30%; further: 0% = vehicle wells with enzyme and 100% = no enzyme wells
BH1578 lux ind – inducers of Vibrio cholerae quorum light production without autoinducers | V. cholerae BH1578 lux reporter, luminescence, 6 h | activation, % at 18.7 µM | 350,000 compounds, 0.16% hits | AID 588436; in the data active means activation mostly above about 9.7%, no sharp cut-off; further: not every result past the cut was called active; inactives centre near 0; reference of the scale not given here
3CLpro inhibitor – SARS-CoV 3CLpro protease inhibition. P0C6X7. recombinant SARS-CoV 3CLpro, quenched FRET peptide cleavage. inhibition, % at 6 µM. 290,000 compounds, 0.14% hits. AID 1706; in the data active means inhibition above about 12%
PriA SSB inh – K. pneumoniae PriA-SSBct interaction inhibition | 430,000 compounds, 0.6% hits | AlphaScreen SSBct-PriA binding, biotinylated peptide | inhibition, % at 33 µM; in the data active means inhibition mostly above about 37%, no sharp cut-off; inactive means mostly below about 20%;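 further: plate controls were negative control peptide for no effect and reference peptide for full effect; strong numbers were not always called active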
Yp Topo-I inh – Y. pestis Topo-I inhibition via cleavage products | Y. pestis Topo-I cleavage product accumulation, plate reader | activity, % at 10 µM | 360,000 compounds, 0.064% hits | AID 504884; in the data active means activity above about 50%, passing the limit was not always enough; further: inactives centre near 2
PrPC TRFRET – reduces human prion protein on the cell surface. AID 720596. inhibition, % at 13.8 µM. 370,000 compounds, 0.43% hits. cell surface PrPC, TR-FRET read-out; in the data active means inhibition above about 24%; further: 0% = median of the test wells and 100% = reference compound wells
TcdB GH inh – TcdB glycohydrolase inhibition. P18177. 350,000 compounds, 0.24% hits. inhibition, % at 9.99 µM. TcdB glycohydrolase enzymatic assay, plate reader; in the data active means inhibition above about 10%
DUSP3 inh – inhibitors of human VHR1 phosphatase (DUSP3) | inhibition, % at 13.3 µM | AID 1654 | recombinant VHR phosphatase, pNPP absorbance | 290,000 compounds, 0.52% hits | P51452; in the data active means inhibition above about 50%; further: some compounds called inactive have numbers as strong as hits
Target sequence (P51452 whole entry, looked up): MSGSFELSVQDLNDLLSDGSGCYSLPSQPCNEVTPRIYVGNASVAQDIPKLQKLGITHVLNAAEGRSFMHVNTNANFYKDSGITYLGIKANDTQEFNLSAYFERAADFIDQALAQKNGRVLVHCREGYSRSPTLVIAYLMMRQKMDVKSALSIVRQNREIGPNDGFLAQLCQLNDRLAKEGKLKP
MazF activator – increases E. coli MazEF RNase cleavage of RNA. P0AE70. FAM/BHQ RNA-DNA oligo cleavage fluorescence, 5 h. activation, % at 20 µM. 350,000 compounds, 0.32% hits; in the data active means activation above about 50%
Target sequence (P0AE70 whole entry, looked up): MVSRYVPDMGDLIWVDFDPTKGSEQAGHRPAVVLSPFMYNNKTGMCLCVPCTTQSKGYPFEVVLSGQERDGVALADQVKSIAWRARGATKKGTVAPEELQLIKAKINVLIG
Active calls of the source: *; i = inactive; · = not tested or not shown; & = joins results of further samples. Only part of the results is shown (hit frequency here may not be typical).

Values run as follows: Rv3671c inh	CCHFV vOTU inh	BH1578 lux ind	3CLpro inhibitor	PriA SSB inh	Yp Topo-I inh	PrPC TRFRET	TcdB GH inh	DUSP3 inh	MazF activator
- O=C(Cn1cc(C(=O)C(=O)N2CCOCC2)c2ccccc21)Nc1cccc(C(F)(F)F)c1
 : ·	14	i	·	·	-2	-1	1.6	·	8
- CN(C)C(/C=C/Nc1ccc(F)cc1)=C(C#N)C#N
 : 7	-7	-1.7	-3	8	4	9	·	10	7
- O=C(CC(=O)N/N=C/c1ccc(O)cc1)N/N=C/c1ccc(O)cc1
 : 10	13	i	1	·	2	0	24*	9	2
- Cc1ccc(C(=O)Nc2nc(=O)n(C(=O)CC(C)C)s2)cc1
 : -16	3	-0.9	4	-6	1	6	-0.1	14	2
- Clc1ccc(SCc2csc(N3CCOCC3)n2)cc1
 : 4	8	-0.6	3	-7	8	7	1.3	18	-1
- COCCCNC(=O)Cn1c(=O)n(CCCCCC(=O)NCc2ccc3c(c2)OCO3)c(=O)c2sccc21
 : 4	1	-0.5	-1	-10	-5	1	1.0	-3	9
- CN(CC(=O)O)c1ccc(S(=O)(=O)N2CCOCC2)cc1[N+](=O)[O-]
 : 3	5	-0.4	-3	-3	5	-6	0.1	18	6
- COc1ccc(S(=O)(=O)N/N=C(/C)c2ccncc2)c(OC)c1
 : -8	-12	-0.5	1	·	-1	-1	2.5	26	9
- O=C(NCc1ccccc1CN1CCCC1)c1cccc(N2CCCC2=O)c1
 : -2	-1	i	·	2	0	-6	1.6	·	0
- FC(F)(F)c1nc2ccccc2nc1N/N=C/c1c(Cl)cccc1Cl
 : 3	10	i	6	·	-13	1	·	2	-9
- O=c1cc(N2CCN(Cc3ccccc3)CC2)[nH]c(=O)n1Cc1ccc(F)cc1
 : 1	-7	i	-9	-18	12	-2	·	4	7
- O=C(Nc1ccccc1C(F)(F)F)c1ncn[nH]1
 : 2	-7	i	0	-2	-5	3	3.2	-19	0
- Fc1ccc(N2CCN(/C=C/c3nnnn3-c3ccccc3)CC2)cc1
 : 3	5	-1.2	4	-15	2	2	·	13	-4
- CCCC(=O)Nc1cccc(NC(=O)c2ccc(C)c([N+](=O)[O-])c2)c1
 : 4	16	i	3	-2	-10	-10	·	-1	2
- O=C(Nc1c[nH]c(=O)[nH]c1=O)c1ccccc1Cl
 : ·	7	-1.6	3	-1	15	-1	1.5	21	1
- O=[N+]([O-])c1cc(-c2ncccn2)cs1
 : -4	5	i	6	-6	-6	-19	0.5	-5	0
- CCCC(=N)C1=C(O)CC(CC(C)SCC)CC1=O (stereo unspecified)
 : -1	7	i	-1	1	2	3	·	21	-1
- C[C@@H]1CN([C@H](C)CO)C(=O)CCCn2nncc2CO[C@@H]1CN(C)C(=O)c1ccccc1
 : ·	2	-0.4	·	·	6	-10	0.8&0.4	·	4
- CCOC(=O)C1=C(C)NC(C)=C(C(=O)OCC)C1C(=O)OCC(=O)NCc1ccc(F)cc1
 : 4	12	i	·	0	2	8	0.4	·	1
- Cc1ccccc1-c1cc2nc(C)c(C)c(=O)n2[nH]1
 : ·	7	3.0	0	-8	1	3	1.3	17	12
- O=C(COC(=O)c1ccc(N2CCCC2=O)cc1)Nc1ccccc1
 : 3	-3	0.0	·	2	-2	-2	-2.0	·	0
- COc1ccccc1-c1cc(C(=O)Nc2cccnc2)no1
 : -8	3	-0.2	-1	-1	-4	3	·	14	5
- c1ccc(CSC2=NNC(c3ccccn3)S2)cc1 (stereo unspecified)
 : 8	25	-1.2	-1	4	3	10	-4.0	10	6
- CCOc1cccc(CNCCSc2nnnn2C)c1
 : 1	-1	i	-4	-2	-6	-7	0.0	15	-4
- CNC(=O)c1ccc(-n2nc(C)cc2-c2ccccc2)cc1
 : -10	3	1.6	1	-3	3	2	·	2	1
- Cc1c(Cl)cccc1NC(=O)CC1SCCNC1=O (stereo unspecified)
 : -17	-4	i	-2	-20	8	-7	·	-4	-2
- Cc1ccc(S(=O)(=O)N2CCN(C(=O)COC(=O)c3ccccc3OC(F)F)CC2)c(C)c1
 : ·	23	2.1	·	-2	24	-5	-1.5	·	1
- O=C(Nc1ccc(N2CCOCC2)cc1)c1cccc(S(=O)(=O)N2CCCCC2)c1
 : ·	3	i	5	7	-2	10	·	-2	11
- Cc1ccc(NC(=O)N2CCCC2C(=O)NCCc2ccccc2)cc1 (stereo unspecified)
 : ·	-13	-0.6	0	-8	3	-1	·	21	10
- COC(=O)c1cnn2c(C)c(Cc3cccc(F)c3)c(C)nc12
 : -2	-14	-0.4	4	-21	-5	-4	1.0	25	6
- CCCCN(C(=O)c1ccc2c(c1)OCO2)C1CCS(=O)(=O)C1 (stereo unspecified)
 : 5	13	-1.2	·	3	-4	-11	2.6	·	3
- Cc1cc(OC(C)C(=O)NC2CC(C)(C)NC(C)(C)C2)c2c(C)cc(=O)oc2c1 (stereo unspecified)
 : -14	-29	5.3	2	8	-13	-5	0.3	73	12
- c1ccc(-c2ncc(CN3CCN(c4ccccn4)CC3)[nH]2)cc1
 : 1	0	-12	-2	0	-13	6	-0.7	-22	6
- CC(CNC(=O)c1ccccc1Cl)c1ccccc1 (stereo unspecified)
 : 4	-4	1.3	3	0	1	-2	1.4	6	9
- CCN(C(=O)COC(=O)CNC(=O)c1ccc(C)c(C)c1)C1CCS(=O)(=O)C1 (stereo unspecified)
 : -6	-2	-0.2	2	-10	0	0	1.1	-7	6
- CCc1cc2c(=O)oc(-c3ccccc3F)nc2s1
 : -17	-17	i	5	-73	10	-4	0.3	43	1
- COCCCNC(=S)Nc1ccc(S(=O)(=O)Nc2cc(OC)nc(OC)n2)cc1
 : -3	8	-0.3	-1	2	-4	3	2.3	27	-6
- COc1ccc(-n2c(SCC(=O)Nc3ccc(C)cc3)nc(O)c(Cc3ccccc3)c2=O)cc1
 : 1	9	-1.1	7	-12	3	-2	2.5	-8	-4
- Cc1ccc(C(=O)OC2CCN(c3ccc([N+](=O)[O-])cc3)CC2)cc1
 : 14	1	-3.1	-2	-3	1	-7	·	8	0
- CC(=O)Nc1ccc(S(=O)(=O)Nc2cc3c(cc2C(C)=O)OCO3)cc1
 : 8	2	i	1	1	6	4	0.5	15	6
- COc1ccc(Cl)cc1C(=O)Nc1ccccc1N1CCCCC1
 : -11	-8	i	0	9	3	-3	-0.1	·	3
- COC(=O)CCCCC(=O)C1C(=O)CC(C)(C)C(C(=O)OC)C1=O (stereo unspecified)
 : -7	9	-1.1	-4	-16	1	-3	·	-5	0
- CCOc1cc(/C=N/NC(N)=O)cc(Br)c1OCC(=O)Nc1ccccc1C
 : -11	10	i	-1	·	13	9	·	-24	1
- O=c1/c(=C/c2ccc(CNS(=O)(=O)c3ccccc3)o2)sc2n1CCN=2
 : -3	5	1.6	-4	·	9	-13	-0.1	24	-6
- CN(C)C(=O)N1CCN(C(=O)c2ccccc2Sc2ccccc2C#N)CC1
 : -3	-14	0.1	-1	-12	-9	-1	·	21	-2
- CCCCC1(C)OC(=O)C(=Cc2ccc(N(C)C)cc2)C(=O)O1 (stereo unspecified)
 : -17	9	i	2	-19	20	-6	·	11	-273
- Cn1cnnc1SCCNS(=O)(=O)c1cccc([N+](=O)[O-])c1
 : 0	8	·	-1	2	2	-25	1.3	4	4
- COc1ccc(C2c3[nH]c4ccccc4c3C[C@H]3C(=O)N(C)CC(=O)N23)cc1OC (stereo partly specified)
 : 0	5	0.6	-5	8	1	1	1.0	28	-17
- COCCn1c(C)cc(C(=O)COC(=O)c2ccc(S(=O)(=O)N(C)C)cc2)c1C
 : -2	-2	i	·	-5	6	6	0.5	·	-4
- O=C(NC1CCN(Cc2ccccc2)CC1)c1ccc(CS(=O)c2ccccc2Cl)o1 (stereo unspecified)
 : ·	0	i	·	·	2	-7	1.5	·	0
- C/[N+]([O-])=C\c1cccc(OCCN2CCN(c3ncc(C(F)(F)F)cc3Cl)CC2)c1
 : 2	14	-15	-1	9	33	-7	0.0	24	8
- CCCCc1nc2sc3c(SCCN(C)C)ncnc3c2c2c1CCC2
 : 1	-20	-0.7	-1	8	13	-7	1.4	0	17
- CCCn1nc(-c2nnc(-c3ccc(C)c(C)c3)o2)c2ccccc2c1=O
 : -4	·	-0.3	-4	-2	7	·	·	10	6
- CCOc1ccc(NC(=O)NC2CCCCCCC2)cc1
 : ·	-3	i	2	-10	8	2	0.5	19	-4
- CCC(=O)Nc1cccc(NC(=S)NC(=O)c2ccc(Cl)cc2Cl)c1
 : -1	5	-0.3	-1	-7	22	1	·	-11	2
- S=C(Nc1ccccc1Cl)NC1CCC(NC(=S)Nc2ccccc2Cl)CC1 (stereo unspecified)
 : 5	-15	-0.4	0	-1	17	-3	0.4	17	4
- O=C(Cc1ccc(Cl)cc1)Nc1ccccc1N1CCN(C(=O)c2ccccc2)CC1
 : -10	26	0.1	8	-4	30	1	-0.2	19	-7
- COc1cc2cc(C(c3nnnn3Cc3ccc(F)cc3)N3CCCCCC3)c(=O)[nH]c2cc1OC (stereo unspecified)
 : 4	·	i	2	-5	4	·	1.3	14	2
- CC(C)CN(C(=O)CCNC(=O)c1ccc(Cl)cc1)c1c(N)n(CC(C)C)c(=O)[nH]c1=O
 : 7	-5	i	·	-5	-10	2	-4.1	·	-2
- COc1ccc(NC(=O)CSc2nccn2Cc2ccccc2)cc1
 : -7	-1	i	-3	46*	7	8	0.5	-10	-17
- COc1cccc(CC(=O)OCC(=O)Nc2c(C)nn(-c3ccccc3)c2C)c1
 : ·	19	-0.7	·	-6	8	6	11*	·	12

Structural class: the entries above containing a furan ring, fused or not (two)
Values run as follows: Rv3671c inh	CCHFV vOTU inh	BH1578 lux ind	3CLpro inhibitor	PriA SSB inh	Yp Topo-I inh	PrPC TRFRET	TcdB GH inh	DUSP3 inh	MazF activator
- O=c1/c(=C/c2ccc(CNS(=O)(=O)c3ccccc3)o2)sc2n1CCN=2
 : -3	5	1.6	-4	·	9	-13	-0.1	24	-6
- O=C(NC1CCN(Cc2ccccc2)CC1)c1ccc(CS(=O)c2ccccc2Cl)o1 (stereo unspecified)
 : ·	0	i	·	·	2	-7	1.5	·	0

Gathered by group: those above with a nitro group on carbon (five)
Values run as follows: Rv3671c inh	CCHFV vOTU inh	BH1578 lux ind	3CLpro inhibitor	PriA SSB inh	Yp Topo-I inh	PrPC TRFRET	TcdB GH inh	DUSP3 inh	MazF activator
- CN(CC(=O)O)c1ccc(S(=O)(=O)N2CCOCC2)cc1[N+](=O)[O-]
 : 3	5	-0.4	-3	-3	5	-6	0.1	18	6
- CCCC(=O)Nc1cccc(NC(=O)c2ccc(C)c([N+](=O)[O-])c2)c1
 : 4	16	i	3	-2	-10	-10	·	-1	2
- O=[N+]([O-])c1cc(-c2ncccn2)cs1
 : -4	5	i	6	-6	-6	-19	0.5	-5	0
- Cc1ccc(C(=O)OC2CCN(c3ccc([N+](=O)[O-])cc3)CC2)cc1
 : 14	1	-3.1	-2	-3	1	-7	·	8	0
- Cn1cnnc1SCCNS(=O)(=O)c1cccc([N+](=O)[O-])c1
 : 0	8	·	-1	2	2	-25	1.3	4	4
